FXIIa inh = human FXIIa protease inhibitors, primary screen, biochemical, 1536-well; purified FXIIa, Boc-QGR-AMC fluorogenic substrate, 2 h; inhibition, % at 5 µM; 220,000 tested, 0.3% active; Coagulation factor XII (Homo sapiens), P00748; in the data active means inhibition above about 40%;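 further: 0% = enzyme with no compound and 100% = blank without enzyme; many of its hits are not listed in these tables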
Hck-Nef inh = inhibitors of Nef-activated human Hck kinase, primary screen, biochemical, Z-Lyte FRET, 384-well, Hck-YEEI; Tyrosine-protein kinase HCK (Homo sapiens), P08631; Recombinant Hck-YEEI plus Nef, Z-Lyte FRET kinase assay; inhibition, % at 20 µM; 220,000 tested, 0.68% active;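 active means Hck-Nef kinase inhibition above about 50%, limit read from the data; inactive means inhibition below that limit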;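 further: 0% = DMSO with Hck plus Nef and 100% = Hck alone without Nef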
14-3-3 Bad inh = inhibitors of 14-3-3 zeta/Bad binding, primary screen, biochemical, TR-FRET, bovine 14-3-3 zeta; AID 781, 2007; 14-3-3 protein zeta/delta (Bos taurus), P63103; TR-FRET 14-3-3zeta/Dy647-pBad peptide displacement, 1 h; 220,000 tested, 0.71% active; inhibition, % at 21.7 µM;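 active means inhibition above about 70%, limit read from the data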;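 further: 0% = full 14-3-3 plus peptide FRET controls and 100% = background without 14-3-3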
Target sequence (P63103 whole entry, looked up): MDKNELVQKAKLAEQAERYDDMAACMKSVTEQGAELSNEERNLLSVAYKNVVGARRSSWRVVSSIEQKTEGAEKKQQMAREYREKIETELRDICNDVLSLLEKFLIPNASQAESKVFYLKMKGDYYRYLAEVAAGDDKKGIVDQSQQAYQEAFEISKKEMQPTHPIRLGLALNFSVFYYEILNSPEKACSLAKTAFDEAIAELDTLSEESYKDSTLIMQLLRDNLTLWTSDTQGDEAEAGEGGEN
Wee1 stabilizer = Wee1 degradation inhibitors, primary screen, cell-based, HeLa, Wee1K328M-luciferase, luminescence. Wee1-like protein kinase (Homo sapiens), P30291. HeLa Luc-Wee1K328M stability; 100% = proteasome inhibitor MG132 effect. reporter increase, % at 5 µM. 220,000 tested, 1.2% active. AID 1321, 2008;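 active means activation above the mean of all tested compounds plus 3 SD, set per screening run, cut at about 8.8% in these data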;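 further: cells exposed to compound for 20 h before luminescence read; 0% = DMSO alone and 100% = MG132 at 30 µM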
Target sequence (P30291 whole entry K328M): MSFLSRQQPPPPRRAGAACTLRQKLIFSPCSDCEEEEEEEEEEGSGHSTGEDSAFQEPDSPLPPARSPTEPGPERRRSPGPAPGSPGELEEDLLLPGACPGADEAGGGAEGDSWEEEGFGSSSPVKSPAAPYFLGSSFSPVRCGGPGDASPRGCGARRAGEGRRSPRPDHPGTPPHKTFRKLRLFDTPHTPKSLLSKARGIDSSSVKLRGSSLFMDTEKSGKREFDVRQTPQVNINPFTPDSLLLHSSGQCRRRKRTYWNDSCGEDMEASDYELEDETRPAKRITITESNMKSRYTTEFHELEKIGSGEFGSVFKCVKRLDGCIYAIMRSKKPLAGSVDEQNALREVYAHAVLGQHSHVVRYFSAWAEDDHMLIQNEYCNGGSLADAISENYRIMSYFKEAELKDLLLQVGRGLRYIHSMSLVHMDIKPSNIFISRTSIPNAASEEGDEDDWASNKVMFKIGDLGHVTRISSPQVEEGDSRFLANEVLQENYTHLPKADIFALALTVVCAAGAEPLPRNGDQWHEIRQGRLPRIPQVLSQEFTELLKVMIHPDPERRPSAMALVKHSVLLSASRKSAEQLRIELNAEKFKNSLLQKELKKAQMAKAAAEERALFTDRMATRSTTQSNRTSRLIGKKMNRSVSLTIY
Runt-CBFb FRET = inhibitors of RUNX1 Runt–CBFb binding, primary screen, biochemical, FRET, Cerulean-Runt, Venus-CBFb, uHTS; 220,000 tested, 0.46% active; Cerulean-Runt/Venus-CBFb FRET ratio 530/480, 1 h; Runt-related transcription factor 1 (Homo sapiens) + Core-binding factor subunit beta …; inhibition, % at 20 µM; AID 1496, 2009;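 active means inhibition over about 50% at 20 µM in the single-dose screen, limit read from the data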;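 further: 0% = DMSO wells and 100% = excess unlabeled CBFb competitor control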
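Reagent – Venus-CBFb binding partner, 100 nM · Assay system – Cerulean-tagged RUNX1 Runt domain (FRET donor) fusion protein · Input – 100 nM per protein · Incubation – two 1 h room-temperature incubations shielded from light · Measured by – FRET fluorescence · Medium – Tris buffer pH 7.5 with salts and BSA · Benchmarks – unlabeled CBFb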
FXIa inh 1536 = human FXIa protease inhibitors, primary screen, biochemical, 1536-well. Coagulation factor XI (Homo sapiens), P03951. purified FXIa, Boc-Glu-Ala-Arg-AMC fluorogenic substrate. inhibition, % at 5 µM. 220,000 tested, 0.14% active;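 active means inhibition of at least 40%; inactive means inhibition below 40%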;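 further: fluorescence of freed AMC excited at 355 nm; 0% = enzyme without compound and 100% = no enzyme blank; many of its hits are not listed in these tables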
hK5 inh = human KLK5 protease inhibitors, primary screen, biochemical, 1536-well; Kallikrein-5 (Homo sapiens), Q9Y337; recombinant hK5, fluorogenic AMC substrate cleavage; inhibition, % at 5 µM; 210,000 tested, 0.59% active; AID 873, 2007;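 active means inhibition of 40% or more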;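 further: 0% = enzyme controls without compound and 100% = no-enzyme blanks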
Runt-SMMHC FRET = inhibitors of RUNX1 Runt–CBFb-SMMHC binding, primary screen, biochemical, FRET, Cerulean-Runt, Venus-CBFb-SMMHC, uHTS | Runt-related transcription factor 1 (Homo sapiens) + Core-binding factor subunit beta … | Cerulean-Runt/Venus-CBFb-SMMHC FRET ratio 530/480, 1 h | inhibition, % at 20 µM | 220,000 tested, 0.74% active;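 active means mean inhibition across duplicate retests at 20 µM reaching about 50%, limit read from the data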;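 further: 0% = DMSO wells and 100% = wells with excess untagged CBFb-SMMHC; inhibitors lower the FRET ratio by blocking Runt binding to CBFb-SMMHC; some results filed as inactive read as strong as hits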
Thrombin inh = human alpha-thrombin inhibitors, primary screen, counter-screen for coagulation protease inhibitor project, biochemical, 1536-well, fluorogenic AMC substrate; Prothrombin (Homo sapiens), P00734; Boc-VPR-AMC fluorogenic substrate cleavage; inhibition, % at 5 µM; 220,000 tested, 0.26% active;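 active means inhibition at or above 40%; inactive means inhibition below 40%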;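 further: 0% = enzyme with no compound and 100% = wells without enzyme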
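Material: Human alpha-thrombin protein | Buffer or medium: pH 7.5 Tris-saline with Tween 20 | Reagent: Boc-VPR-AMC substrate, 15 µM final | Schedule: Reaction at ambient temperature | Detection: AMC fluorescence at 355 nm excitation and 460 nm emission | Evaluation: Percent inhibition scaled between no-compound controls and no-enzyme blanks | Controls: no-compound enzyme wells and no-enzyme blanks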
Starred values were filed as active, the others as inactive; . = not tested or not shown; [ ] = remark or other dose. Outcome played no part in choosing rows; overall some 4.2% were active at least once.

SMILES	FXIIa inh	Hck-Nef inh	14-3-3 Bad inh	Wee1 stabilizer	Runt-CBFb FRET	FXIa inh 1536	hK5 inh	Runt-SMMHC FRET	Thrombin inh
CC1Cc2ccccc2N1S(=O)(=O)c1cccc(C(=O)OCC(=O)NC2CCS(=O)(=O)C2)c1 (stereo not drawn)	13	0	15	0	1	15	-8	-6	-6
c1cnc2c(SCc3ccc(-c4nnco4)cc3)cccc2c1	4	0	-11	3	0	-3	0	-4	-4
COc1cc(/C=N/NC(=O)c2cc(-c3c(C)nn(-c4ccccc4)c3C)n[nH]2)ccc1O	5	43	-8	-1	-6	-1	.	-1	-1
CCOC(=O)Cn1nc(C)c(-c2ccccc2)c1N	2	2	-2	8	1	-9	-9	1	-5
CC(=O)OC1COC(N2CCc3cc([N+](=O)[O-])ccc32)C(OC(C)=O)C1OC(C)=O (stereo not drawn)	9	2	11	-2	-3	2	2	-5	0
Cc1cc(C)c(NC(=O)c2ccccc2C(=O)c2ccccc2)c(C)c1	2	11	63	1	-3	0	-2	1	.
Nc1ccccc1N=c1ssnc1Cl	5	19	25	0	28	-1	2	17	1
O=C(c1scc2c1CCCC2)N1CCOCC1	27	1	-6	-2	4	0	-2	-42	-3
O=S(=O)(c1ccc(Br)cc1)N1CCCN(Cc2ccccc2F)CC1	-2	-2	-3[fluorescence artefact?]	-1	-4	-3	-13	0	-6
CCOC(=O)C(c1ccccc1)N1CCN(c2ccc(OC)cc2)CC1 (stereo not drawn)	7	3	-10	1	3	-1	-12	-6	-1
COc1ccc(C(=O)Nc2nc(-c3ccc(S(=O)(=O)N4CCOCC4)cc3)cs2)cc1	7	1	-71[fluorescence artefact?]	-2	1	-8	-28	2	1
O=C(Nc1nccs1)C1(S(=O)(=O)c2ccc(Cl)cc2)CC1	11	0	0[fluorescence artefact?]	-4	-2	6	2	2	19
O=C(NCc1ccc(C(=O)O)cc1)OCc1ccccc1	5	-5	-10	-4	3	-2	-1	2	0
Cc1nonc1-c1ccc2c(c1)OCO2	1	-6	-1	7	2	-2	-4	0	-6
CN(C)C(=O)c1ccc(-c2cc(C(F)(F)F)n(C)n2)s1	5	-9	1	-2	0	3	32	-1	-1
CCOC(=O)c1c(C)n(CC)c2ccc(OC(=O)c3ccc([N+](=O)[O-])cc3)cc12	2	3	5	1	1	-2	-26	0	-5
Cc1cc(NC(=O)c2ccccc2-c2ccccc2C(=O)O)no1	9	-1	3	0	-1	-1	-10	0	-2
CCN(CC)C(=O)CSc1nnc(-c2ccco2)o1	6	9	-4	1	-1	-2	-9	-3	-6
O=C(NC1CCCC1)C(c1ccncc1)N(CCCN1CCOCC1)C(=O)c1ccc(-c2ccccc2)[nH]1 (stereo not drawn)	-5	18	-12	2	-2	-2	-5	4	2
O=C(Cn1cnc2ccccc21)Nc1ccc(F)c(F)c1	12	23	-1	-1	0	2	-3	2	3
Cc1ccccc1-n1nnnc1SCc1cc(=O)n2ccsc2n1	4	21	-6	-4	1	-2	1	-2	-2
COc1ccccc1CNC(=O)C(CC(C)C)NC(=O)C1CCC(C)CC1 (stereo not drawn)	9	6	0	4	0	4	-14	2	2
O=C(Cn1nc(-c2ccc(Cl)cc2)ccc1=O)NCc1ccc2c(c1)OCO2	4	1	34	0	2	-4	-1	1	-10
Cc1cc(N2CCN(C)CC2)nc2ccc(NC(=S)NC3CC3)cc12	9	-8	-3	-1	2	0	4	5	-4
O=C(Nc1cccnc1)c1ccccc1NS(=O)(=O)c1ccc(F)cc1	.	-15	-3	1	-1	8	-4	-6	-6

Compounds listed so far that contain a nitro group on carbon (two):
SMILES	FXIIa inh	Hck-Nef inh	14-3-3 Bad inh	Wee1 stabilizer	Runt-CBFb FRET	FXIa inh 1536	hK5 inh	Runt-SMMHC FRET	Thrombin inh
CC(=O)OC1COC(N2CCc3cc([N+](=O)[O-])ccc32)C(OC(C)=O)C1OC(C)=O (stereo not drawn)	9	2	11	-2	-3	2	2	-5	0
CCOC(=O)c1c(C)n(CC)c2ccc(OC(=O)c3ccc([N+](=O)[O-])cc3)cc12	2	3	5	1	1	-2	-26	0	-5

Quoted from the listing, seven compounds:
SMILES	FXIIa inh	Hck-Nef inh	14-3-3 Bad inh	Wee1 stabilizer	Runt-CBFb FRET	FXIa inh 1536	hK5 inh	Runt-SMMHC FRET	Thrombin inh
O=C(NC1CCCC1)C(c1ccncc1)N(CCCN1CCOCC1)C(=O)c1ccc(-c2ccccc2)[nH]1 (stereo not drawn)	-5	18	-12	2	-2	-2	-5	4	2
O=C(Cn1cnc2ccccc21)Nc1ccc(F)c(F)c1	12	23	-1	-1	0	2	-3	2	3
Cc1ccccc1-n1nnnc1SCc1cc(=O)n2ccsc2n1	4	21	-6	-4	1	-2	1	-2	-2
COc1ccccc1CNC(=O)C(CC(C)C)NC(=O)C1CCC(C)CC1 (stereo not drawn)	9	6	0	4	0	4	-14	2	2
O=C(Cn1nc(-c2ccc(Cl)cc2)ccc1=O)NCc1ccc2c(c1)OCO2	4	1	34	0	2	-4	-1	1	-10
Cc1cc(N2CCN(C)CC2)nc2ccc(NC(=S)NC3CC3)cc12	9	-8	-3	-1	2	0	4	5	-4
O=C(Nc1cccnc1)c1ccccc1NS(=O)(=O)c1ccc(F)cc1	.	-15	-3	1	-1	8	-4	-6	-6

Going on with the list.
SMILES	FXIIa inh	Hck-Nef inh	14-3-3 Bad inh	Wee1 stabilizer	Runt-CBFb FRET	FXIa inh 1536	hK5 inh	Runt-SMMHC FRET	Thrombin inh
Cc1ccc(C)c(CSc2nc3[nH]ncc3c(=O)[nH]2)c1	2	22	-8	0	0	-5	-4	3	-10
Cc1nc2c(C)[n+](CC(=O)c3ccccc3)ccc2n1C	2	13	-2	-1	0	0	2	2	-3
O=C(N/N=C/c1ccc[nH]1)c1ccccc1OCc1ccccc1Cl	4	36	-21	6	-6	-1	-2	-14	-1
CCOc1ccc(-c2nc(N)ncc2-c2ccccc2OC)c(O)c1	14	75*	0	2	-3	-4	-1	-1	0
CCOP(=O)(OCC)/C(=N/OC(=O)c1ccc(Cl)cc1Cl)C(N)=O	5	14	-13	-4	-1	-1	-3	1	-2
COc1cc2c(cc1OC)CN(c1ccc(-c3ccccc3OC)nn1)CC2	17	-7	9	-2	-1	3	-11	-3	-1
COc1ccc(CNCC(=O)Nc2ccccc2-n2cccc2)cc1	9	21	14	8	0	-1	-3	-7	-2
COc1ccc(CCNC(=O)c2ccc(CS(=O)(=O)c3ccc(C)cc3)o2)cc1OC	5	-12	-5	0	3	-2	-8	-1	-4
CS(=O)(=O)c1ccc2c(c1)SC1=NC(=O)/C(=C/c3ccco3)C(=N)N12	13	0	-9[fluorescence artefact?]	-1	3	-14	-3	-4	4
CC(C)c1ccc(NC(=O)N(CCc2nc3ccccc3[nH]2)C2CCCC2)cc1	9	1	69[fluorescence artefact?]	0	.	1	-6	-4	-6
Cc1cc(=O)[nH]c(SCC(=O)N2CCCCCC2)n1	29	-2	6[fluorescence artefact?]	4	-1	18	-2	-2	2
COc1ccccc1NC(=O)c1ccc(NC(=O)COC(=O)C2CCCCC2)cc1	-6	3	-8	1	0	-5	-5	4	-4
CCc1nnc(NC(=O)CN2CCOCC2)s1	8	-1	-8	0	0	-4	-22	3	1
O=C(NC1CCCCC1NC(=O)c1ccco1)c1ccco1 (stereo not drawn)	12	0	-2	3	-1	9	-16	1	2
COC(=O)[C@@H](NC(=O)Nc1cccc(OC)c1)C(C)C	15	1	-3	0	-2	6	6	-5	1
O=C(Cn1ccc(C(F)(F)F)n1)Nc1ccc(S(=O)(=O)NCc2ccco2)cc1	4	-3	-16[fluorescence artefact?]	1	.	-4	-1	.	1
COc1ccc(C(=O)CSc2nn3c(=O)c(C(C)(C)C)nnc3s2)cc1	11	-1	6[fluorescence artefact?]	0	-4	5	-5	-3	5
c1ccc(OCCOCCN2CCc3ccccc3C2)cc1	14	3	-22[fluorescence artefact?]	0	-2	6	3	-1	-4
CCN=C1SC(C(=O)Nc2ccc(OC)cc2)CC(=O)N1CC (stereo not drawn)	9	5	-9	1	-2	-1	-24	-4	-3
CC(C)Sc1nc2c(c(=O)[nH]c(=O)n2C)n1Cc1ccc(Cl)cc1	10	0	14[fluorescence artefact?]	1	-3	6	-17	3	-1
O=S(=O)(N1CCCCCC1)N1CCN(S(=O)(=O)N2CCOCC2)CC1	11	16	7	0	1	2	8	-2	-6
Cc1ccc2c(=O)[nH]c(Nc3nc(C)cc(-c4ccccc4)n3)nc2c1	7	41	13	-1	-8	-4	-5	-2	2
Cc1csc2nc(CNS(=O)(=O)c3ccc4c(c3)OCCO4)cn12	19	5	4	-2	1	-1	-4	-2	-5
CC(=O)c1ccccc1OCCn1nnc(-c2ccc(C)cc2)n1	13	-2	6	-3	-3	7	-9	-7	-1
Cc1ccc(OCCCN2C(=O)C(=O)c3cccc(C)c32)cc1	-7	2	2	-2	-4	-16	4	-2	-3
COc1cc(/C=N/NC(=S)NCCN2CCOCC2)cc(OC)c1O	-1	0	-4	0	15	-2	-16	32	-8
CCOc1cccc(C(=O)NC(=S)Nc2ccc3c(c2)OCCO3)c1	9	36	-13	3	2	-3	-7	-2	-11
COC(=O)c1cc(COC(=O)c2ccc3ccccc3n2)oc1C	2	1	1	-1	0	5	4	-6	-4

Hck-Nef inh: entries above that show a hit
molecule | FXIIa inh | Hck-Nef inh | 14-3-3 Bad inh | Wee1 stabilizer | Runt-CBFb FRET | FXIa inh 1536 | hK5 inh | Runt-SMMHC FRET
CCOc1ccc(-c2nc(N)ncc2-c2ccccc2OC)c(O)c1 | 14 | 75* | 0 | 2 | -3 | -4 | -1 | -1

Compound activity: PubChem BioAssay, several laboratories
